human PMI inhibition = inhibitors of human PMI, primary screen, biochemical, fluorescence intensity, coupled assay (AID 1209); purified PMI enzyme, coupled fluorescence intensity; higher % means a stronger effect; inhibition, % at 20 µM, or IC50 in µM where a hit was titrated; hit rate 0.42% among 190,000;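 note: plate controls were DMSO vehicle for no effect and wells lacking substrate for full effect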
Autophagy mod = modulators of autophagy | calls only at 10 µM (by protocol) | hit rate 0.98% among 190,000 | MEF GFP-LC3 puncta imaging; test concentration mostly 10 µM;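 active = percentage of spot-positive cells more than 3 SD above its plate mean, without a fluorescence outlier flag or 80% toxicity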;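 note: spot-positive cell cutoff set from DMSO-treated cells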
Yfh1-off respiration = mitochondrial function rescue without frataxin homolog – Friedreich's ataxia, plus single-dose screen, dose response (AID 1465); S. cerevisiae Yfh1-off respiration, WST-1 reduction, 72 h; higher fold induction means a stronger effect; fold induction at 50 µM; hits with a dose series show EC50 in µM; hit rate 0.074% among 220,000;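 active = fold induction of absorbance versus untreated yeast above a set limit, then at least 30% activation at any dose in follow-up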;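 note: activators that raise dye reduction in frataxin-depleted yeast; strong numbers were not always called active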
MT stabilize HCS = microtubule stabilizers in HeLa cells | HeLa tubulin immunostaining HCS, 24 h; share of cells brighter than vehicle mean+2SD | % tubulin-high responders, % at 10 µM | hit rate 0.83% among 200,000 | AID 2205;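 active = plate Z-score above 3 for both tubulin-high and condensed-nucleus cell shares, with cell loss under 80%, at 10 µM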;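 note: anti alpha tubulin signal scored within the nucleus-defined area of each cell; some results filed as inactive read as strong as hits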
human PMI inhibitors = MPI inhibition at elevated mannose 6-phosphate – biochemical, fluorescence intensity, high mannose 6-phosphate, primary screen (AID 1220); recombinant PMI enzyme, coupled fluorescence intensity; higher % means a stronger effect; inhibition, % at 20 µM; hits with a dose series show IC50 in µM; hit rate 0.66% among 190,000
Dynein transport = dynein cargo transport inhibition | z-score, hits read low | hit rate 0.47% among 220,000 | 3617.4 mouse cells, GR-EGFP nuclear translocation imaging; test concentration mostly 20 µM; stimulated with dexamethasone, 1 µM; active compounds read low;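 active = plate z-score of nuclear minus cytoplasmic receptor signal below a set negative limit, without overly bright fluorescence or cell loss, cut at about -3.5 in these data, passing the limit was not always enough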;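 note: z-score of nuclear minus cytoplasmic ring GR-EGFP intensity difference per well; some compounds called inactive have numbers as strong as hits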
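Medium: Induction medium lacking tetracycline, stripped serum | Probe or stimulus: 1.0 µM final dexamethasone stimulus | Schedule: 48 h induction, then 1 h compound, then 30 min agonist, 37 °C | Signal: Automated 10x imaging of fixed Hoechst-stained cells | Evaluation: Per-cell GR-EGFP intensity, nucleus versus surrounding cytoplasmic ring, well-averaged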
Insulin prom up = MIN6 insulin promoter up-regulation | MIN6 insulin promoter-GFP reporter, high-content imaging; active compounds read high | z-score at 5 µM | hit rate 0.3% among 190,000 | AID 1625;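 active = z-score above 3 at 5 µM with at least 500 cells counted in the well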
bCat nuc transl = modulators of beta-catenin nuclear translocation; HeLa beta-catenin nuclear translocation, immunofluorescence imaging; nuclear translocation activity, % at 5 µM; hit rate 0.3% among 190,000; AID 1665;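 active = nuclear translocation activity above 50% at 5 µM, with a well cell count of 50 or more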;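 note: per-cell ratio of nuclear to cytoplasmic median beta-catenin stain intensity; plate controls were DMSO negative control for no effect and GSK-3 inhibitor IX positive control for full effect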
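Read-out: Nuclear/cytoplasmic beta-catenin signal ratio, % activation | Assay system: Human HeLa cell line | Times: 24 h compound exposure at 37°C, 5% CO2 | Signal: Fluorescence imaging of beta-catenin antibody stain plus DAPI | Dosing: 5 µM primary, 0.02–20 µM confirmation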
WT yeast gro inh = growth inhibition of WT yeast, mitochondrial fusion screen; mitochondrial fusion phenotypic screen, WT strain; inhibition, % at 10 µM; hit rate 2.1% among 190,000; AID 1362; in the data active = inhibition above about 58%; tested in S. cerevisiae
WT yeast gro inh mutant strain = further read-out of WT yeast gro inh, marked with its call; inhibition, %; mitochondrial fusion phenotypic screen, mutant strain inhibition
Dynein transport cytoplasmic EGFP = further read-out of Dynein transport, marked with its call; z-score; measured here: cytoplasmic GR-EGFP intensity; active compounds read high
Dynein transport nuclear GR-EGFP = also measured in Dynein transport; calls as there; z-score; measured here: nuclear GR-EGFP intensity;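 lower value marks the stronger effect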
Dynein transport cell count = further read-out of Dynein transport, marked with its call; z-score; measured here: cell count per field
Insulin prom up cell count = second read-out of Insulin prom up, no call of its own (marks repeat the call); cell count; measured here: cytotoxicity, nuclei count;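 total cells summed across four imaged fields per well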
bCat nuc transl cell count 5 µM = recorded beside bCat nuc transl, whose call it bears; cell count; measured here: cell count, cytotoxicity flag
MT stabilize HCS Hoechst-high % = second read-out of MT stabilize HCS, no call of its own (marks repeat the call); % Hoechst-high responders; measured here: nuclear condensation Hoechst responders;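 share of cells brighter than vehicle mean plus two SD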
MT stabilize HCS cytotoxicity % = further read-out of MT stabilize HCS, marked with its call; toxicity, %; measured here: cytotoxicity by cell density;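 0% = mean cell density of plate MIN control wells and 100% = no cells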
Autophagy mod cell loss 18 h = recorded beside Autophagy mod, whose call it bears; toxicity, %; measured here: cell loss, nuclei count;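 cell loss after 18 h compound exposure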
* = called active by the depositor; i = inactive; . = no result given. Cut-off read from the data, not from the text of the source, unless noted: active = inhibition above about 50%; inactive = the rest.

SMILES	human PMI inhibition	Autophagy mod	Autophagy mod cell loss 18 h	Yfh1-off respiration	MT stabilize HCS	MT stabilize HCS Hoechst-high %	MT stabilize HCS cytotoxicity %	human PMI inhibitors	Dynein transport	Dynein transport cytoplasmic EGFP	Dynein transport nuclear GR-EGFP	Dynein transport cell count	Insulin prom up	Insulin prom up cell count	bCat nuc transl	bCat nuc transl cell count 5 µM	WT yeast gro inh	WT yeast gro inh mutant strain
Nc1cc(=O)[nH]c(SCC(=O)N2CCc3ccccc3C2)n1	2%	i	-6	i	2.0	2.2	0.2	-4%	-0.67	-0.073	-0.11	0.067	-0.28	1285	-2.9	1185	12	22
Cn1c(CS(=O)Cc2c(Cl)cccc2Cl)nnc1SCc1ccc(Cl)cc1 (stereo unspecified)	17%	i	1	i	1.4	2.6	9.0	15%	-0.47	-0.24	-0.66	0.83	1.1	1798	0.8	1138	6	15
O=C(c1cc2ccccc2oc1=O)N(Cc1ccccc1)C1CCS(=O)(=O)C1 (stereo unspecified)	-4%	i	6	i	3.8	1.3	5.8	-3%	0.62	-0.062	-0.26	-1.2	-0.24	1583	0.4	1248	3	11
Cc1cc(NC2CCCCC2)nc(-c2ccccc2O)n1	13%	i	-23	i	1.6	1.5	7.0	13%	-1.2	-0.12	-0.29	0.47	-0.57	1379	1.4	1337	37	30
CN(C)C(=O)c1cn(-c2ccc(Cl)cc2)c(=O)c2ccccc12	-48%	i	-7	i	5.2	3.2	6.9	-26%	-0.31	-0.36	0.12	0.75	-0.65	1327	-1.6	1067	11	2
O=C(N/N=C/c1ccc(O)cc1)Nc1cccc2nsnc12	-1%	i	8	i	11*	14*	16*	3%	-0.55	-0.37	0.079	0.38	-0.01	1337	3.9	1011	10	9
Cc1ccnc(NS(=O)(=O)c2ccc(NC(=O)c3cc(-c4ccccc4)nc4ccccc34)cc2)n1	3%	i	-6	i	4.4	3.2	7.0	-11%	-0.49	-0.24	-0.54	0.71	-0.23	2136	-1.0	1011	1	-12
C/C(=N\NC(=O)c1cccnc1)c1ccc(-c2ccccc2)cc1	.	.	.	i	.	.	.	.	-0.7	-0.16	-0.44	0.81	-0.81	1320	-0.7	1165	.	.
COc1ccc(NS(=O)(=O)c2ccc(NC(=O)c3cnn4c(C(F)F)cc(-c5ccc(C)cc5)nc34)cc2)cc1	-1%	i	-3	i	3.7	1.4	8.0	1%	1.5	-0.22	-0.28	-0.3	.	.	.	.	-45	-1
Cc1c(N(C(=O)CNC(=O)c2ccccc2)C2(C(=O)NC3CCCC3)CCCCC2)c(=O)n(-c2ccccc2)n1C	-6%	i	-2	i	3.8	2.9	3.9	-6%	0.63	-0.31	-0.23	-0.66	-0.62	1181	.	.	-10	5
Nc1nnc(Cc2ccc(Cl)cc2)s1	6%	i	-6	i	3.6	2.0	2.4	6%	-1.1	-0.24	-0.75	1.1	.	.	1.2	1070	-2	-3
OCCC1CN(Cc2cccn2-c2cccnc2)CCN1CCc1ccccc1 (stereo unspecified)	13%	i	-25	i	2.0	1.3	12	10%	-0.7	-0.29	-0.1	0.73	-0.05	1496	-0.8	999	-12	0
COc1ccc(Cl)cc1NC(=O)c1[nH]nc(OC)c1[N+](=O)[O-]	0%	i	-14	i	2.9	3.1	4.5	-5%	1.9	-0.29	0.81	-1	-0.27	1330	-0.2	1513	-6	3
NNC(=O)c1oc2nc(-c3ccco3)cc(-c3ccco3)c2c1N	.	.	.	i	.	.	.	.	0.94	0.25	0.97	0.51	0.78	874	-0.2	1298	.	.
CCn1nnc(NC(=O)c2sc3ccccc3c2Cl)n1	0%	i	5	i	2.7	1.8	4.8	1%	-1.1	-0.24	-0.25	0.81	.	.	.	.	19	8
O=C(NCc1ccc(N2CCCC2=O)cc1)NC1CCCCC1	14%	i	-2	i	2.7	2.1	3.8	10%	-0.8	-0.2	-0.79	0.49	.	.	.	.	-3	4
O=C(OCc1ccc([N+](=O)[O-])cc1)c1ccc2ccccc2n1	.	.	.	i	.	.	.	.	-1.3	-0.88	-0.92	1.9	0.04	739	0.9	1392	.	.
CS(=O)(=O)N1CCN(c2ccc(NC(=O)c3ccc([N+](=O)[O-])o3)cc2)CC1	-4%	i	8	i	4.0	3.1	7.5	9%	-1.3	-0.19	-0.51	0.79	0.34	1119	12	605	4	11
Cc1ccc(Nc2nnc(SCC(=O)NC3CCCc4ccccc43)s2)cc1 (stereo unspecified)	12%	i	-3	i	5.4	2.2	11	20%	-0.19	-0.27	-0.34	0.56	0.08	1485	-2.0	1157	3	2
COc1ccc(C2=NN(C(=O)CSc3nnc(C)n3C)C(c3ccco3)C2)cc1 (stereo unspecified)	-24%	i	8	i	2.9	2.7	6.8	-23%	-0.97	-0.3	-0.099	0.27	-0.28	1338	-2.4	1139	-19	7
Cc1cc(=O)oc(C)c1C(=O)Nc1ccc2nsnc2c1	0%	i	4	i	1.5	3.8	11	-1%	-1.5	-0.044	-0.69	1.3	.	.	-5.8	1199	94*	-8.3*
CCOC(=O)CC(NC(=O)c1ccco1)c1ccccc1Cl (stereo unspecified)	-3%	i	-1	i	4.4	2.3	8.6	-4%	0.15	-0.24	0.24	-0.54	0.92	1598	2.1	1426	.	.
O=C1Nc2ccccc2N(O)N1c1ccc(S(=O)(=O)N2CCOCC2)cc1	-4%	i	4	i	2.5	3.8	2.2	-13%	-0.39	-0.3	-0.42	0.85	-0.42	1367	.	.	6	1
COc1ccc(C/C(C)=N/Nc2nc(C)cc(=O)[nH]2)cc1	-30%	i	2	i	1.8	2.5	14	-22%	0.7	-0.28	0.8	-0.81	0.32	1201	0.6	1120	7	-13
[N-]=C=C1C(=S)NC(=O)[C@H]([n+]2ccccc2)[C@H]1c1ccc(Cl)cc1	.	.	.	i	.	.	.	.	0.27	-0.29	0.073	0.084	0.33	1413	-2.6	1116	.	.
Cc1ccc(-n2nnnc2SCC(N)=O)c(C)c1	13%	i	6	i	2.9	1.6	6.1	19%	0.55	-0.2	0.75	-1.2	-0.7	1239	-0.6	1010	4	9
CC1=C(C(=O)OC2CCCCC2)C(c2cccnc2)n2ncnc2N1 (stereo unspecified)	-5%	i	16	i	5.2	3.0	3.0	-8%	-0.21	-0.26	0.92	-0.43	0.21	1137	0.2	527	0	-13
Clc1ccc(OCCCN2CCCCC2)c(Br)c1	7%	i	-4	i	2.3	4.1	6.3	-4%	-0.14	-0.32	-0.54	0.33	0.85	1324	2.0	496	24	30
CCCN(CCC)S(=O)(=O)c1ccc(NS(C)(=O)=O)cc1	10%	i	0	i	3.0	2.7	6.5	8%	-1.1	-0.16	-0.59	1.2	.	.	1.1	1051	24	-7
O=c1c2ccccc2nc(-c2ccco2)n1/N=C/c1ccccc1O	2%	i	-10	i	2.9	1.8	3.3	7%	1.2	0.49	1.3	-1.8	.	.	0.0	1172	7	-6
CCOc1cc(C(=O)NC(C)Cc2cccs2)cc(OCC)c1OCC (stereo unspecified)	-4%	i	15	i	6.4	2.3	5.1	-2%	-0.37	-0.28	0.08	1.4	0.54	1236	-1.0	1122	-6	-13
O=S(=O)(NCc1ccc(Cl)cc1)c1ccc(Cl)nc1	1%	i	5	i	3.1	1.8	7.1	-1%	-0.6	-0.21	-0.4	-0.048	.	.	.	.	13	17
CCOC(=O)c1cc2c(ccn2C)n1CC(=O)N1CCC(C)CC1	4%	i	5	i	5.8	1.6	7.2	14%	-0.7	-0.26	-1	0.84	-0.44	1560	1.1	1239	10	-6
COc1ccc(-c2cc(C(=O)NCC3CCCO3)c3cc(C)ccc3n2)cc1 (stereo unspecified)	-1%	i	11	i	2.1	2.0	7.2	-5%	-0.78	-0.29	-0.28	1	-0.98	1501	1.1	1549	8	8
CCOc1ccc(C(=O)Nc2c(C(N)=O)oc3ccccc23)cc1	-4%	i	-13	i	3.4	2.8	7.7	-4%	-0.15	-0.22	0.25	0.44	-1.1	831	2.0	1021	19	4
O=C(Cn1ncc(N2CCOCC2)c(Br)c1=O)c1ccc(Cl)cc1	-11%	i	9	i	1.5	2.4	7.9	-15%	-0.48	-0.2	-0.61	0.1	1.3	1369	-0.9	1437	-1	-6
COC(=O)C1=C(N)Oc2cc(C)[nH]c(=O)c2C1c1ccncc1 (stereo unspecified)	6%	i	-3	i	2.2	1.5	4.1	5%	0.92	-0.33	0.37	0.18	-0.04	823	.	.	-9	-7
c1ccc(CC2CCN(c3ncnc4sccc34)CC2)cc1	-3%	i	11	i	2.4	1.3	4.6	-2%	0.81	-0.19	0.79	-0.7	-3.9	782	2.3	1040	63*	18*
Cc1nnc(N/N=C/c2c(Cl)cccc2Cl)n1N	-9%	i	-20	i	.	.	.	32%	1.2	-0.12	0.93	-0.34	-0.05	1416	0.5	1483	-18	-6
O=C(Cc1cccs1)N1CCN(c2cccc(Cl)c2)CC1	7%	i	3	i	2.6	1.7	4.1	6%	-0.57	-0.31	-0.15	-0.18	0.13	1657	-0.3	1520	-5	-9

No enrichment for hits; 5% or so of the library scored in one or more.
